# hERG WT inh – blocks the wildtype human KCNH2 potassium channel | Q12809 | U2OS, BacMam KCNH2, thallium flux FluxOr; stronger effect = lower value | activity change, % at 1.84 µM | actives 0.37% (n = 340,000);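 active means maximum activity change below -70%; inconclusive means maximum activity change between -70% and -50%; inactive means maximum activity change above -50%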
#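 U2OS cells were transduced with wild-type KCNH2 virus (2.03 x 10^8 / mL) for 4 h at room temperature, then cultured overnight at 37 C. Thallium flux was read with FluxOr dye. Rate constants were normalized to DMSO controls.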
# Giardia killer – Giardia lamblia killing | Giardia lamblia trophozoite viability | activity change, % at 7.66 µM, hits read low | actives 0.15% (n = 340,000); in the data active means activity change below about -80%; inconclusive means between about -30% and that limit;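 further: parasites exposed to compound for two days anaerobically before the ATP read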
#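 ATP-content bioluminescence gauges trophozoite survival. Cells (100/well) receive compound and incubate anaerobically for 48 hrs at 37 deg C; detection reagent follows for 15-30 min at room temperature.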
# Coupling enz – counter-screen for Giardia aldolase inhibitors: coupling enzyme system; coupling enzyme system counterscreen, AmpLite Red fluorescence; activity change, negative = inhibition, % at 58.2 µM, hits read low; AID 2472; actives 0.67% (n = 290,000); in the data active means activity change below about -30%
#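 Fluorescence at 525 nm excitation and 598 nm emission measured inhibition of the coupled detection system without aldolase. Compounds (at 57.5 uM final) were preincubated 10 min at room temperature with coupling enzyme reagent before a 20 min substrate/AmpLite Red step.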
# PKM2 act – activators of human pyruvate kinase M2 | Potency, µM (series often up to 57.5 µM), inactives show at the highest dose activation, most hits filed as activators | actives 0.34% (n = 260,000) | AID 1631 | purified PKM2, Kinase-Glo ATP luminescence, activation; response scale: 0% is enzyme alone, no compound; further: potency means the concentration at half of the fitted maximal effect; nearly all actives have a fitted effect of over 55% in size
#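 Purified hPK-M2 (>95% pure) converted ADP (0.1 mM final) to ATP with 0.5 mM PEP in 50 mM imidazole pH7.2, KCl, MgCl2, Tween 20, BSA; 1 h at room temperature. ATP detected by Kinase-Glo luminescence.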
# Eya2 phos inh – blocks the phosphatase activity of human Eya2; O00167; actives 0.006% (n = 330,000); AID 488837; recombinant Eya2, OMFP fluorescence dephosphorylation (OMFP is methylfluorescein phosphate); Potency, µM (top dose mostly 76.9 µM), without a hit: at the top dose activity, negative = inhibition, hits mostly inhibitors; further: potency means the concentration at half of the fitted maximal effect
#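 Eya2 (0.2 uM) preincubated 10 min at ambient with compound, then OMFP substrate added at 50 uM; 10 min reaction in 50 mM HEPES pH 7.5, 50 mM NaCl, 5 uM MgCl2, 0.05% BSA, 1 mM DTT. Fluorescence read at Ex 485/Em 525 nm.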
# Chronic BCR inh – inhibitors of chronic active B-cell receptor signaling; ABC-DLBCL IkBa-CBG/CBR reporter, luminescence ratio, 4 h; Potency, µM (doses to about 46.1 µM), inactives show at the top dose ratio change, negative = lower green/red ratio, usual class: inhibitors; actives 0.05% (n = 340,000); active means well fitted inhibition curve with a large enough effect in the signal ratio, with a control signal flat, not every such curve was filed as active; inconclusive means small, poorly fitted or top-dose-only effect, or effect the other way, or a change in a side signal; the % refers to the signal ratio;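 further: potency means the concentration at half of the fitted maximal effect; plate controls were basal doxycycline-induced cells for no effect and cells given 10 µM MG132 for full effect; MG132 reads +100%, hits lower the ratio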
#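 Compounds up to 46 uM were incubated four hours with TMD8 cells whose green CBG68 luciferase is fused to IkappaBalpha; red CBR luminescence normalised the signal, and concentration-effect curves were fitted to fusion, red and ratio data.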
# uPA surface inh – cell surface uPA generation inhibition | cell surface uPA generation assay, qHTS | Potency, µM (series often up to 38.3 µM), for the others: at the highest dose activity change, negative = inhibition, usual class: inhibitors | actives 0.31% (n = 330,000); active means well fitted inhibition curve with a large enough effect; inconclusive means small, poorly fitted or top-dose-only effect; inactive means no such curve, though single readings can be large or run the other way; tested in mouse RAW 264.7 cells; further: potency means the concentration at half of the fitted maximal effect; nearly all actives have a fitted effect of over 55% in size
# USP2a block – blocks human ubiquitin-specific protease USP2a. actives 0.01% (n = 330,000). USP2 core, Ub-CHOP2 coupled fluorogenic reporter, 485/531. Potency, µM (doses to about 38.3 µM), for the others: top-dose activity change, negative = inhibition, actives largely listed as inhibitors;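 further: potency means the concentration at half of the fitted maximal effect; plate controls were DMSO wells for no effect and full inhibition by NEM control for full effect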
# Target sequence (O75604 whole entry, looked up): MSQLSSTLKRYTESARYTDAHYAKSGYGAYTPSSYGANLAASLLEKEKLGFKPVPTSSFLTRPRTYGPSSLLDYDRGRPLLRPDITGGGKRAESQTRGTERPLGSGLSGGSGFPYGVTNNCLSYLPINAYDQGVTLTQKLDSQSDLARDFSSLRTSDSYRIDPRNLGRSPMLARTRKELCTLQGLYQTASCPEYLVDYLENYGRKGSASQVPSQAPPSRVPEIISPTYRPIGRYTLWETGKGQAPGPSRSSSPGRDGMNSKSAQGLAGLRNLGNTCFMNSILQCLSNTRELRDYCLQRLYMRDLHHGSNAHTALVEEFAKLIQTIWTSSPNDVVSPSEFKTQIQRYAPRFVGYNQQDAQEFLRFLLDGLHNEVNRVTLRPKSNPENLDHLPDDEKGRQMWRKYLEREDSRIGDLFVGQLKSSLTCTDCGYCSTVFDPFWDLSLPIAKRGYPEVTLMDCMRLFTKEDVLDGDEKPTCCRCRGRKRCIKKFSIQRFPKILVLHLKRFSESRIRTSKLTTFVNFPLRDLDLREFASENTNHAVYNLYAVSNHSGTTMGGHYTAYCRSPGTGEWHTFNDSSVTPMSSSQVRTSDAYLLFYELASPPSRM
#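 Deubiquitinase activity read as fluorescence (485/531 nm) after Ub-CHOP2 cleavage activates the enterokinase reporter on its substrate; USP2 core 10nM, Ub-CHOP2 and substrate 25nM each, 30min compound preincubation then 60min RT; data normalized to NEM, curves fitted.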
# B2AR arrestin – recruits beta-arrestin to the human beta2-adrenergic receptor | P07550 | actives 0.02% (n = 330,000) | beta-arrestin recruitment to beta2AR, cell-based reporter | AID 492947 | Potency, µM (highest dose often 46.1 µM), inactives show top-dose activation, hits mostly activators;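 further: potency means the concentration at half of the fitted maximal effect; 0% = DMSO controls and full agonism = EC100 isoproterenol or metaproterenol; nearly all actives have a fitted effect of over 65% in size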
# Target sequence (P07550 whole entry, looked up): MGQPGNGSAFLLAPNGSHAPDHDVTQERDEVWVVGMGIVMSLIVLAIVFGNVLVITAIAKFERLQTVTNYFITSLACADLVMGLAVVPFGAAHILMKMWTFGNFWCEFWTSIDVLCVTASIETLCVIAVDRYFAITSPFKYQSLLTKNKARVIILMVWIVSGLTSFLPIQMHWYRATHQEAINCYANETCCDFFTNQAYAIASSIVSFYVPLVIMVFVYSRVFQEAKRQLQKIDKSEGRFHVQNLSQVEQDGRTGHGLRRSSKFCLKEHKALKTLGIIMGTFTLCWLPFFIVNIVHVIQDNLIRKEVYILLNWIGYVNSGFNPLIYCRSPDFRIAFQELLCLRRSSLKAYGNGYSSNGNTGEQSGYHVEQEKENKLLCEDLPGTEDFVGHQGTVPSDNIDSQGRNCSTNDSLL
# KCNH2 3.1 inh – inhibitors of human KCNH2 3.1 potassium channel isoform | U2OS KCNH2 3.1, thallium flux FluxOr; stronger effect = lower value | activity change, % (tested at about 1.8 µM) | actives 0.95% (n = 340,000) | AID 720553;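 active means maximum activity change below -70%; inconclusive means maximum activity change from -70% to -50%; inactive means maximum activity change above -50%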;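 further: thallium influx rate constant from kinetic fluorescence after stimulation buffer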
#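 We transduce U2OS cells with the mutant 3.1 virus, culture them overnight, load FluxOr with Red40 quencher for 45 min, then add stimulation buffer and read kinetically for 2 min to derive a normalized rate constant.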
# GALK inhibitor – galactokinase (human) inhibition | P51570 | actives 0.007% (n = 270,000) | AID 1868 | Potency, µM (top dose mostly 57.5 µM), without a hit: at the top dose activity change, negative = inhibition, hits mostly inhibitors | Purified GALK, Kinase-Glo residual ATP luminescence; further: potency means the concentration at half of the fitted maximal effect
#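 Kinase-Glo Plus luminescence measured ATP left after a 1 h room-temperature reaction. The reaction used 5 nM GALK, 100 uM galactose and 35 uM ATP at pH 8.0 (20 mM HEPES, 5 mM MgCl2, 60 mM NaCl, 1 mM DTT, 0.01% BSA).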
# Active calls of the source: *; i = inactive; ? = inconclusive; nt = no result given; & = joins results of further samples; [ ] = another dose, or the depositor's remark. Unless noted, the call rests on the fitted dose curve; in most records, active means well fitted curve in the direction sought with a large enough effect; inconclusive means small, poorly fitted or top-dose-only effect, or another doubt; inactive means no such curve, though single readings can be large; an effect the other way counts as inactive or inconclusive. Unless noted, on the % scale 0 is the no-effect control and ±100 the full control effect.
SMILES,hERG WT inh,Giardia killer,Coupling enz,PKM2 act,Eya2 phos inh,Chronic BCR inh,uPA surface inh,USP2a block,B2AR arrestin,KCNH2 3.1 inh,GALK inhibitor
O=C(NCc1ccccc1)C(c1ccccc1)N(C(=O)c1csnn1)C1CC1 (stereo unspecified),13,3,1,3%,11%,9%,-1%,2%,-1.0%,2,5%
O=C(c1ccccc1-c1ccccc1)N1CCN(c2ccccn2)CC1,0,2,10,2%,1%,-4%,-8%,-1%,-0.1%,1,0%
CC(OC(=O)CN1C(=O)NC2(CCCC2)C1=O)C(=O)c1ccc(C(C)(C)C)cc1 (stereo unspecified),-3,8,nt,nt,-7%,-12%,5%,1%,-0.9%,-7,nt
O=C(Cc1ccc(Cl)c(Cl)c1)Nc1cccnc1,7,-19,0,9%,0%,-13%,1%,0%,-0.3%,-1,11%
CN1CCN(/N=C/c2ccc(N(C)c3ccccc3)cc2)CC1,-2,-16,0,11%,-4%,0%,4%,-1%,0.4%,3,3%
O=C(CSc1nnc(NC(=O)c2ccc(F)cc2)s1)NCc1ccco1,-2,?,nt,-6%,3%,?,-10%,1%,0.2%,nt,6%
CN1CCN(C(CNS(=O)(=O)c2cccs2)c2cccnc2)CC1 (stereo unspecified),16,-18,0,0%,-6%,-10%,-14%,0%,-0.1%,-16,0%
COc1ccc(N(C(=O)c2ccco2)C(C(=O)NC2CCCC2)c2ccccc2)cc1 (stereo unspecified),1,21,0,nt,-8%,-1%,2%,-1%,5.8%,-3,12%
O=C(CN1C2CCCC1CC(NC(=O)C1CCCCC1)C2)Nc1ccccc1C(F)(F)F (stereo unspecified),-10,-5,0,nt,-3%,-13%,1%,0%,0.4%,-2,3%
O=[N+]([O-])c1cccc(-c2noc(COc3ccccc3)n2)c1,-13,-16,-2,4%,-20%,?,4%,3%,0.2%,-5,0%
CCOC(=O)c1cn[nH]c1NC(=S)Nc1ccc(OC)cc1,-6,-23,-26,-27%,19%,14%,-12%,0%,0.2%,0,5%
Cc1ccc(-c2nnc(SCC(=O)N/N=C/c3ccccc3C(=O)O)n2C2CCCCC2)cc1,-6,-13,nt,nt,12%,-13%,1%,0%,0.0%,0,-1%
CCC(C)Cn1c(C(C)C)nc2ccccc21 (stereo unspecified),i,3,1,-12%,1%,2%,-1%,3%,0.0%,-19,1%
O=C(CN1CC(=O)Oc2ccccc21)OCC(=O)c1ccc(F)cc1,3,3,-10,nt,9%,?,-14%,-1%,0.2%,3,11%
Cn1c(SCC(=O)Nc2cccnc2)nnc1-c1ccccc1F,0,-11,0,-7%,1%,-4%,1%,0%,-0.2%,7,8%
C=CCn1c(SCC(=O)Nc2ccccc2)nnc1-c1cccc(S(=O)(=O)N2CCOCC2)c1,-3,6,3,0%,-2%[15.4 µM],-9%,3%,2%,-0.2%,-7,2%
CCC(NC(=S)NCc1ccccc1)C(=O)O (stereo unspecified),-6,-22,2,6%,7%,4%,3%,2%,-0.2%,12,-1%
Cc1n[nH]c(C)c1S(=O)(=O)N1CCCC(C(=O)NC2CCCc3ccccc32)C1 (stereo unspecified),1,8,-1,11%,-3%,-1%,-11%,?,0.6%,-3,2%
CCOc1c2ccc(C(=O)NCc3ccc4c(c3)OCO4)cc2nn1C,-3,-4,-2,2%,2%,-4%,6%,1%,-0.2%,15,-2%
COc1ccc(Br)cc1S(=O)(=O)n1ccnc1C,15,7,0,7%,5%,-6%,0%,1%,-0.7%,16,-3%
COCCCNC(=O)Cn1cnc2c(NCc3ccccc3)ncnc21,-5,-1,nt,nt,-3%,0%,5%,-4%,-0.4%,-2,nt
O=[N+]([O-])c1cccc(-n2nncc2-c2ccccc2)c1,2,-23,1,3%,-24%,4%,-6%,1%,-1.2%,-2,-5%
O=C(Nc1cnn(Cc2ccc(F)cc2)c1)c1cc(-c2cccs2)on1,-17,-13,1,0%,-2%,?,nt,-4%,0.3%,-35,1%
CCN(CC)C(=O)Cn1cnc2sc(C(=O)Nc3cc(OC)c(OC)c(OC)c3)c(C)c2c1=O,-3,-7,3,-3%,13%,?,-4%,4%,0.2%,-8,-1%
O=C(NCc1ccncc1)Nc1cccc([N+](=O)[O-])c1,-12,-1,-2,-1%,4%,?,16%,4%,-0.6%,-1,3%
SMILES,hERG WT inh,Giardia killer,Coupling enz,PKM2 act,Eya2 phos inh,Chronic BCR inh,uPA surface inh,USP2a block,B2AR arrestin,KCNH2 3.1 inh,GALK inhibitor
Nc1cn(C2OC(CO)C(O)C2O)c(=O)[nH]c1=O (stereo unspecified),1,-7,0,-3%[11.5 µM],6%,0%,?,3%,0.0%,-1,-2%
COc1ccc(CNC(=O)CCCc2ccccc2)cc1,0,-5,1,-12%,-4%,4%,3%,1%,-1.8%,2,-3%
CN(C(=O)Cn1nnc2ccccc2c1=O)C1CCCCC1,2,-5,0,-4%,-2%,6%,1%,0%,-0.1%,-5,-2%
COCCn1c(SCC(=O)NC2CCCC2)nnc1-c1ccco1,-14,-14,2,nt,6%,2%,-1%,2%,0.0%,12,-2%
CCc1ccccc1OCC(=O)Nc1cccc(S(=O)(=O)NC2=NCCC2)c1,0,-29,nt,nt,-7%,?,-22%,-3%,0.1%,2,nt
Cc1cccc(C)c1NC(=S)N1CCCN(Cc2ccc(F)cc2)C1,-1,11,7,-1%,-3%,?,5%,0%,-0.1%,-4,-2%
COc1ccc(/C=N/NC(=O)c2nn(-c3ccccc3)c(=O)c3c(N)scc23)cc1,-2,7,-59*,2%,?,1%,7%,?,0.5%,3,-3%
COc1ccccc1N1CC(C(=O)Nc2ccc(N3CCOCC3)cc2)CC1=O (stereo unspecified),0,7,nt,nt,5%,?,-4%,0%,-0.2%,-6,nt
COc1cccc(N/N=C(\C#N)S(=O)(=O)C(C)(C)C)c1,3,24,-2,-11%,14%,2%,6%,-1%,-0.1%,4,-2%
O=C(Nc1cccc(S(=O)(=O)N2CCCCC2)c1)C1CCC1,88,0,nt,nt,18%,9%,-5%,2%,0.2%,-92*,nt
CC(=O)N(Cc1ccc(F)cc1)Cc1nc2ccccc2c(=O)[nH]1,1,-5,-1,1%,-13%,-20%,1%,1%,0.5%,22,1%
O=C(c1ccc(S(=O)(=O)N2CCOCC2)cc1)N(c1ccccc1)C1C=CS(=O)(=O)C1 (stereo unspecified),-1,-1,0,-9%,-13%,0%,5%,-1%,-0.2%,-2,-1%
CSCCC(NC(=O)/C(=C\c1ccc(Cl)cc1)NC(=O)c1ccccc1)C(=O)O (stereo unspecified),0,-4,2,-2%,3%,0%,3%,0%,-1.2%,0,-2%
CCOC(=O)c1c(C)n(C)c2cc(-c3cccc(C(F)(F)F)c3)c(O)cc12,nt,21,0,0%,7%,?,-10%,2%,-0.5%,17,1%
O=C(NC1CCC(C(=O)O)CC1)OCc1ccccc1 (stereo unspecified),-7&-3&-4,-3&-9,4&5,0%&2%,-5%&14%,-11%&-1%,2%&-2%,4%&0%,-1.2%&-0.2%,-11&28&4,4%&-4%
COc1ccc(C(=O)NCCc2ccccc2)cc1OC,1,-1,0,1%,-1%,?,?,0%,-0.2%,-12,3%
CCOc1ccc(S(=O)(=O)NCCCN2CCCC2=O)cc1,-2,-6,3,-2%,-6%,0%,-3%,1%,-0.1%,1,-1%
O=C(COc1ccc(F)cc1F)Nc1cccnc1,-2,1,nt,-1%,-2%,?,4%,1%,0.0%,2,7%
CCn1ccc(C(=O)NCCCN2CCCC2=O)n1,-10,11,nt,-5%,-13%,-1%,-2%,-1%,-0.4%,-5,-6%
CC1(C)Cc2c(sc3c2c(=N)n(Cc2ccco2)c(=O)n3CC(=O)Nc2cccc(Cl)c2)CO1,-4,6,3,-5%,0%,?,7%,-21%,0.3%,10,1%
CS(=O)(=O)N1N=C(c2cccs2)CC1c1ccccc1F (stereo unspecified),-1,-1,-2,1%,-5%,4%,-7%,1%,-0.3%,-18,0%
CCCCn1nc2cc(C(=O)NCc3ccco3)ccc2c1OCC,-1,-22,3,-1%,9%,3%,-12%,2%,-0.3%,-1,-4%
COc1cccc(NC(=O)C(NCC(C)(C)CN(C)C)c2ccccc2)c1 (stereo unspecified),-15,-9,-1,-9%,-11%,?,-1%,-5%,-1.0%,10,-2%
Cc1nc(SCCCSc2n[nH]c(C)n2)n[nH]1,-6,-8,0,10%,-2%,6%,-2%,4%,-0.3%,5,0%
COc1cccc(CNC(=O)CSCC(=O)Nc2ccc(C)cc2)c1,-6,-2,nt,nt,16%,-1%,-1%,1%,0.0%,-8,nt
